RTF Ca sens act: cardiac RTF calcium sensitivity activators, primary screen, biochemical, IANBD-TnC fluorescence, EC20 calcium. Troponin I, cardiac muscle (Homo sapiens) + Troponin T, cardiac muscle (Homo sapiens) + …. activation, % at 7.2 µM. 340,000 compounds, 0.24% hits. IANBD-labeled TnC RTF fluorescence at EC20 calcium; 0% EC20 calcium, 100% full calcium;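 active means activation above the mean over all tested compounds plus 3 SD, cut at about 30% in these data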;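 further: rise in fluorescence read as greater calcium sensitivity of cardiac thin filaments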
SR-BI uptake up: activators of SR-BI mediated DiI-HDL uptake, primary screen, ldlA[mSR-BI] CHO cells, DiI fluorescence | 3 h; 100 = double the neutral-control signal | activation, % at 12.5 µM | 320,000 compounds, 0.096% hits;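 active means mean replicate activation of at least 60% and every replicate at or above 60%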;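 further: 0% = median plate neutral-control signal and 100% = twice that signal; values of inactives mirror those of a sister screen read the other way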
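Assay system: LDL receptor-deficient CHO ldlA cells overexpressing murine SR-BI / Medium: BSA-supplemented, HEPES-buffered Ham's F12, pH 7.4 / Probe or stimulus: DiI-labelled HDL at 10 µg/mL final / Timing: compound with DiI-HDL co-incubation, 3 h at 37 °C / Technique: bottom-read cell fluorescence after medium removal, ex 550/em 595 nm / Measure: HDL uptake via cellular fluorescence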
DAGLB inhibitor: DAGLB lipase inhibitors, primary screen, biochemical, fluorescence, HTS. inhibition, % at 5.17 µM. 340,000 compounds, 0.059% hits. HEK293T DAGLB membrane lysate, EnzChek fluorogenic substrate. Diacylglycerol lipase-beta (Homo sapiens), Q8NCG7; in the data active means inhibition above about 34%;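 further: 0% = enzyme with vehicle and 100% = wells lacking enzyme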
Target sequence (Q8NCG7 whole entry, looked up): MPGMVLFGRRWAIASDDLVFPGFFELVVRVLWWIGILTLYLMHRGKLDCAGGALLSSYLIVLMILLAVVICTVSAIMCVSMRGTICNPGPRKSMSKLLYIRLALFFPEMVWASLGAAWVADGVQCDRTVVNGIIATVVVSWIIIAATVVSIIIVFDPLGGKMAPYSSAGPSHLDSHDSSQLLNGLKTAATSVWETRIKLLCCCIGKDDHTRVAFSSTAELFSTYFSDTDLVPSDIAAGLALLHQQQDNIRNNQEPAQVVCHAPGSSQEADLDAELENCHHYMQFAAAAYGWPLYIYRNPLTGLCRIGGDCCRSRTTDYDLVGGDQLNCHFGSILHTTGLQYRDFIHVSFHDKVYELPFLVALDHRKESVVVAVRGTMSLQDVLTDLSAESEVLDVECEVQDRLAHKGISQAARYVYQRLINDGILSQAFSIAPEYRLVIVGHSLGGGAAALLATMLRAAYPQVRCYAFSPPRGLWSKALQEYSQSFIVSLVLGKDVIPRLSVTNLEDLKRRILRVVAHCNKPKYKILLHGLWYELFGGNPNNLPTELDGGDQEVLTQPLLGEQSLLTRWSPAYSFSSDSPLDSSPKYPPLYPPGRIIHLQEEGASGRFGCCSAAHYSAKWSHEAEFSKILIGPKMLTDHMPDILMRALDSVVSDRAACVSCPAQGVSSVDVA
RTF Ca sens inh: cardiac RTF calcium sensitivity inhibitors, primary screen, biochemical, IANBD-TnC fluorescence, EC70 calcium; Troponin I, cardiac muscle (Homo sapiens) + Troponin T, cardiac muscle (Homo sapiens) + …; IANBD-labeled cardiac RTF, Ca2+ fluorescence; inhibition, % at 7.15 µM; 340,000 compounds, 0.12% hits;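 active means inhibition above the mean inhibition of all tested compounds plus 3 SD, cut at about 17% in these data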;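 further: assay run at fixed EC70 calcium of 1.6 mM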
CAL PDZ FP-1: CAL PDZ peptide-binding inhibitors, primary screen, biochemical, fluorescence polarization, Cer-tagged CAL PDZ, HTS; AID 504414, 2011; inhibition, % at 20 µM; Golgi-associated PDZ and coiled-coil motif-containing protein (Homo sapiens), Q9HD26; 330,000 compounds, 0.02% hits; purified CAL PDZ, TMR-peptide fluorescence polarization, 1 h;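 active means highest replicate inhibition of at least 40%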;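 further: plate controls were DMSO neutral control wells for no effect and unlabeled competitor peptide control wells for full effect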
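Test system: purified CerCALP PDZ construct; Compound dosing: one concentration, 20 µM compound; Also added: TMR-labelled reporter peptide T*-PRC34 bound in PDZ groove; Read-out: inhibition from polarization loss; Controls: unlabelled peptide and DMSO controls; Signal: FP readout, S and P plane fluorescence; Incubation: 1 h at RT.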
Rtt109 HAT inh: inhibitors of C. albicans Rtt109/Vps75 HAT, primary screen, biochemical, ThioGlo CoA-SH fluorescence, plate reader; purified Rtt109/Vps75, 4 h; inhibition, % at 34.9 µM; 330,000 compounds, 0.16% hits;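 active means inhibition of at least 50% in every replicate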
Target sequence (Q5AAJ8 whole entry, looked up): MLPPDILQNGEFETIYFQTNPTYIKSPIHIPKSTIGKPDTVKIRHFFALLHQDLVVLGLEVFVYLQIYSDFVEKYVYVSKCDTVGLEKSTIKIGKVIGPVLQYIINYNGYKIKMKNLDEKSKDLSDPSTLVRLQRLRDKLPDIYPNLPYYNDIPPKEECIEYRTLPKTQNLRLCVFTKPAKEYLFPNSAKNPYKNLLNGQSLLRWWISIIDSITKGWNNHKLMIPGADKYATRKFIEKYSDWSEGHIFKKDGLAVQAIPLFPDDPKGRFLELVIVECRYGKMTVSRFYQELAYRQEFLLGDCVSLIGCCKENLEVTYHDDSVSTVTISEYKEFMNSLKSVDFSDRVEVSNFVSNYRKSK
CAL PDZ FP-2: untagged CAL PDZ binding inhibitors, primary screen, biochemical, fluorescence polarization, HTS. Golgi-associated PDZ and coiled-coil motif-containing protein (Homo sapiens), Q9HD26. AID 602252, 2012. 300,000 compounds, 0.92% hits. purified CAL PDZ, TMR-peptide fluorescence polarization, 1 h. inhibition, % at 24.9 µM;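 active means mean inhibition of at least 30% with at least half of replicates also reaching 30%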;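 further: 0% = DMSO neutral control and 100% = excess unlabeled competitor peptide PRC23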
PKA-R2B act: activators of PKA-R2B holoenzyme, primary screen, biochemical, fluorescence polarization, Cy5-IP20, human. 340,000 compounds, 0.079% hits. cAMP-dependent protein kinase catalytic subunit beta (Homo sapiens) + cAMP-dependent …. PKA-R2B holoenzyme dissociation; R2B truncated from residue 108, S112A mutant; 0% DMSO only, 100% 113 µM cGMP. AID 504700, 2011. activation, % at 11.4 µM;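 active means activation above a cutoff set at the mean over all compounds plus 3 SD, cut at about 18% in these data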;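 further: higher means more holoenzyme dissociation and a rise in polarization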
Keap1-Nrf2 PPI: Keap1-Nrf2 protein-protein interaction inhibitors, primary screen, biochemical, fluorescence polarization, single point | inhibition, % at 9.4 µM | 340,000 compounds, 0.15% hits | Keap1 Kelch-Nrf2 peptide fluorescence polarization, 1536-well; in the data active means inhibition above about 12%;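 further: human Keap1 Kelch domain with fluorescein labeled Nrf2 9mer peptide probe; 0% = neutral control wells and 100% = peptide positive control; higher means more block of Keap1 binding to Nrf2 peptide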
LANA DNA inh: inhibitors of KSHV C-LANA binding to DNA, primary screen, biochemical, fluorescence polarization, FAM-LBS DNA, MBP-C-LANA, single point. Kaposi's sarcoma herpesvirus LANA C-terminal domain (residues 932-1162) DNA binding. inhibition, % at 9 µM. 340,000 compounds, 0.078% hits;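 active means highest replicate inhibition at or above 60% at 9 µM, even if other replicates fall short; inactive means all replicates below 60% inhibition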;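 further: 0% = neutral control wells and 100% = 4 µM acridine orange control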
* = called active by the depositor; . = no result given.

| cpd | smiles | RTF Ca sens act | SR-BI uptake up | DAGLB inhibitor | RTF Ca sens inh | CAL PDZ FP-1 | Rtt109 HAT inh | CAL PDZ FP-2 | PKA-R2B act | Keap1-Nrf2 PPI | LANA DNA inh |
| --- | --- | --- | --- | --- | --- | --- | --- | --- | --- | --- | --- |
| 1 | CC1(CCc2ccccc2)NC(=S)N(c2ccccc2)N1 (stereo unspecified) | -7 | -7 | 0 | 6 | -4.0 | 12 | -1 | -4 | 5 | -0.1 |
| 2 | O=C(O)/C=C/C(=O)Nc1c(F)cccc1F | 8 | -1 | -1 | -8 | -0.2 | -9 | 5 | 6 | 5 | -1.6 |
| 3 | O=C(NNC(=O)c1sc2ccccc2c1Cl)Nc1ccc(Cl)cc1 | 8 | -6 | 22 | -7 | -0.1 | -13 | -4 | -18 | 0 | 2.2 |
| 4 | CCOc1ccc(N2C(=O)CC(N3CCN(c4ccc(C(=O)c5ccncc5)cc4)CC3)C2=O)cc1 (stereo unspecified) | -3 | -24 | 1 | -1 | -0.2 | -1 | 4 | -13 | -2 | -0.5 |
| 5 | Cc1ccc(Cn2ccsc2=NC(=O)COC(=O)C(C)C)cc1 | -2 | 4 | 0 | -15 | -2.9 | -12 | -6 | -1 | -1 | -2.4 |
| 6 | Cc1ccc(-c2cn(C[C@H]3CC[C@@H]([C@@H]4CC[C@H](Cn5cc(-c6ccc(C)cc6)nn5)O4)O3)nn2)cc1 | 3 | -20 | 2 | 3 | 1.2 | 5 | -1 | 0 | -3 | -1.4 |
| 7 | COc1ccc(CNS(=O)(=O)CCNC(=O)c2ccccc2)cc1 | -4 | -13 | -3 | -6 | -2.2 | -3 | -2 | -9 | 1 | 1.3 |
| 8 | COc1ccc(NC(=O)C(c2ccc(C)cc2)N(C)C(=O)c2ccc(=O)[nH]c2)cc1 (stereo unspecified) | 2 | 2 | 0 | -7 | -0.7 | -5 | 0 | -10 | 3 | 1.0 |
| 9 | C=CC(=O)Nc1sc2c(c1C(N)=O)CCCC2 | -1 | 7 | 0 | -6 | 0.0 | 7 | -1 | -7 | -6 | 0.0 |
| 10 | CCN(CC)S(=O)(=O)c1ccc(Cl)c(C(=O)NCc2ccco2)c1 | -2 | 10 | 1 | 5 | -3.8 | -6 | -2 | 10 | -5 | -0.1 |
| 11 | COc1cc(NC(=O)c2cc(C(C)C)on2)cc(OC)c1OC | 3 | -44 | 1 | -13 | -2.4 | -13 | . | -11 | -2 | 0.6 |
| 12 | O=C(CN1CCN(c2ccccn2)CC1)Nc1ccc(F)cc1F | 0 | 5 | -5 | -6 | 0.0 | 8 | -1 | 3 | 2 | -1.4 |
| 13 | Nc1nonc1-n1nnc(C(=O)N/N=C/c2ccccc2Cl)c1-c1ccc2c(c1)OCO2 | -8 | -68 | 1 | 2 | 0.6 | 16 | 6 | -3 | -6 | 0.2 |
| 14 | COc1ccccc1CNC(=O)COc1ccc([N+](=O)[O-])cc1 | 5 | -9 | -2 | -13 | -0.9 | -3 | -8 | -5 | -3 | -1.0 |
| 15 | COc1ccccc1NC(=O)c1cccc(NC(=O)c2ccco2)c1 | -3 | 2 | -3 | -4 | -1.6 | 6 | -10 | -4 | -1 | -3.3 |
| 16 | COc1ccccc1/C=C/C=N/NC(=O)CCn1cnc2ccccc21 | 5 | -68 | -1 | 1 | -2.5 | -2 | . | -10 | -1 | -4.3 |
| 17 | CCOC(=O)c1cc(C#N)c(N)nc1C | -1 | 11 | 1 | -8 | -0.8 | -2 | . | -2 | -5 | 1.7 |
| 18 | CCOC(=O)C1CCN(CC(O)COC(CC)c2ccccc2)CC1 (stereo unspecified) | 0 | -1 | -1 | -7 | 0.2 | 2 | -4 | 8 | -1 | -0.1 |
| 19 | Cc1ccccc1NC(=O)CN1CCc2ccccc2C1 | 2 | . | -3 | -6 | . | -7 | -4 | 6 | -5 | 2.4 |
| 20 | Cn1c(=O)c2c(nc(N3CCCCCC3)n2Cc2cccc3ccccc23)n(C)c1=O | -1 | 16 | -2 | -5 | -0.9 | -4 | 3 | -14 | -2 | 0.3 |
| 21 | O=C(C1CC(=O)N(c2ccc3c(c2)OCCO3)C1)N1CCN(S(=O)(=O)c2ccccc2F)CC1 (stereo unspecified) | -6 | 7 | -6 | -5 | 0.2 | 3 | -2 | -6 | -7 | 0.3 |
| 22 | COc1cccc(C2=NOC(C(=O)NC3CCCCC3)C2)c1 (stereo unspecified) | 1 | -13 | 1 | 1 | -1.8 | -11 | . | 0 | -1 | 0.4 |
| 23 | CC(=O)c1ccc(S(=O)(=O)N2CCN(CC(=O)Nc3ccccc3C(=O)NC3CC3)CC2)cc1 | -2 | 11 | -1 | 2 | -0.4 | 2 | -4 | -8 | -3 | 1.5 |
| 24 | CS(=O)(=O)N1CCC(C(=O)Nc2ccc(Cl)c(C(F)(F)F)c2)CC1 | 2 | -1 | -2 | -5 | -2.4 | 12 | -1 | 12 | 2 | 1.6 |
| 25 | CCN(CC)C(=O)CSc1n[nH]c(=S)n1N | 1 | -5 | 0 | -6 | -1.6 | -1 | -1 | -2 | 0 | 3.2 |
| 26 | CN(C)C(=O)c1nc2ccc(Cl)cn2c1CN1CCCC(OCc2ccccc2)C1 (stereo unspecified) | 5 | 4 | -2 | 7 | -0.8 | -8 | -3 | -5 | 0 | 0.6 |
| 27 | CCN1CCN(C(=O)c2ccc(CN(c3ccc(C)c(C)c3)S(C)(=O)=O)cc2)CC1 | 6 | -16 | 0 | -20 | -1.5 | 5 | 0 | -1 | 0 | 0.4 |
| 28 | CN1CCN(C(=O)C2=C[C@@H](c3coc4ccccc4c3=O)C[C@@H](OCc3ccc(CO)cc3)O2)CC1 | 7 | 6 | -4 | 4 | -0.5 | -6 | 4 | 2 | -4 | -0.5 |
| 29 | Cc1cc(C(=O)Nc2ccc(S(=O)(=O)N3CCOCC3)cc2)c(C)o1 | . | 12 | . | . | -5.1 | -7 | 6 | . | -4 | -0.7 |
| 30 | O=C1NCCN/C1=C\C(=O)c1ccc(F)cc1 | -7 | 6 | 0 | 1 | 0.0 | -1 | -2 | 17 | 6 | 0.5 |
| 31 | COC(=O)c1ccccc1NC(=O)N1CCN(C/C=C/c2ccccc2)CC1 | 3 | 2 | -3 | -2 | -3.0 | 12 | . | -6 | -2 | 0.1 |
| 32 | Cc1ccccc1NC(=O)C1CCCN(c2ncnc3onc(-c4ccc(F)cc4)c23)C1 (stereo unspecified) | -6 | -32 | 1 | -3 | -1.7 | -6 | . | 0 | -4 | 0.4 |
| 33 | COc1ccc(C(=O)NC(=S)NNC(=O)c2ccc(NC(=O)C(C)C)cc2)cc1 | 0 | . | 2 | -10 | -0.9 | -3 | -1 | 17 | -5 | 0.2 |
| 34 | Cc1ccc(C2(C)NC(=O)N(CC(=O)N(C)CC(=O)Nc3cccc(F)c3)C2=O)cc1 (stereo unspecified) | -3 | -2 | -1 | -2 | 0.6 | 12 | 0 | 3 | 1 | -1.7 |
| 35 | NC(=O)Nn1c(CCC(=O)O)ccc1-c1ccc(Cl)cc1 | 2 | 9 | 1 | -5 | -2.4 | 2 | -11 | 1 | 0 | -1.6 |
| 36 | Cc1cnnn1-c1ccc(C(=O)CCl)cc1 | 0 | 18 | -3 | 7 | -1.5 | 5 | -5 | 1 | -5 | 0.3 |
| 37 | CCOc1ccc(NCC(=O)Nc2ccc(Cl)cc2C)cc1 | -3 | -31 | 4 | -3 | -0.5 | -15 | . | -10 | 0 | 0.2 |
| 38 | CN(C(=O)CCOc1ccccc1)c1c(N)n(Cc2ccccc2)c(=O)[nH]c1=O | 1 | -7 | 4 | -6 | -1.1 | -1 | -2 | -3 | -1 | 0.9 |
| 39 | OC(CON=C1c2ccccc2-c2ccccc21)CN1CCNCC1 (stereo unspecified) | 0 | 13 | 0 | 4 | -1.1 | 19 | 23 | -6 | 1 | -2.4 |
| 40 | CC(C)(C)c1ccc(NC(=O)COC(=O)c2ccc(CN3CCCC3=O)cc2)cc1 | -2 | 6 | 0 | 4 | -0.6 | 1 | -5 | 4 | 2 | -2.2 |
| 41 | COc1ccccc1NS(=O)(=O)c1ccc(C(=O)NCC(c2ccccc2OC)N2CCCC2)cc1 (stereo unspecified) | 7 | -22 | 2 | 7 | -1.1 | 0 | -2 | -7 | -5 | -0.7 |
| 42 | CN(C)Cc1c(C(=O)N/N=C/c2cccc(OCc3c(F)cccc3Cl)c2)nnn1-c1nonc1N | 6 | -2 | -1 | 0 | 1.4 | -1 | -1 | -4 | -2 | 0.9 |
| 43 | CCN(C(=O)CSc1nncs1)c1c(N)n(Cc2ccccc2)c(=O)[nH]c1=O | -1 | -5 | 2 | -1 | -0.8 | -1 | -5 | 6 | -6 | -1.0 |
| 44 | Cn1c(=O)cc(OCC(=O)NCc2cccs2)c2ccccc21 | 8 | -21 | -1 | -11 | -2.2 | -6 | 3 | -12 | -2 | 1.2 |
| 45 | COc1ccc(-c2nn(CCC(=O)O)cc2/C=C2\SC(N)=NC2=O)cc1 | 16 | 22 | -1 | -8 | 2.0 | 7 | 0 | -1 | -2 | -0.6 |
| 46 | N#Cc1ccc(-c2nc3ccccc3c(=O)n2O)cc1 | -6 | 7 | -1 | -10 | -0.8 | . | -1 | -3 | -3 | -1.3 |
| 47 | O=C1CCN(C(=O)Nc2ccccc2)N1 | -1 | 0 | -2 | -6 | 0.2 | -15 | -1 | 1 | 4 | 0.7 |
| 48 | Cc1nc(C)c(-c2csc(Nc3ccccn3)n2)s1 | -5 | -23 | -1 | -3 | 1.1 | -6 | 18 | 4 | 0 | -1.3 |
| 49 | Cc1cc(O)c(C(C)C)cc1N=Cc1ccc([N+](=O)[O-])cc1 | -2 | -13 | 2 | -6 | 1.5 | 2 | . | 3 | 0 | 0.1 |
| 50 | COc1cc([N+](=O)[O-])ccc1NC(=S)NCc1ccccn1 | -1 | -36 | 0 | -2 | 0.0 | -6 | 1 | -14 | -3 | 0.0 |
| 51 | CC(NC(=O)C1CC1)C(c1cccs1)N1CCN(c2ccccc2)CC1 (stereo unspecified) | 5 | 34 | -2 | -6 | 0.7 | -13 | -1 | -3 | -5 | -0.5 |
